PAFAH1B3 FP inh – PAFAH1B3 (human) inhibition. inhibition, % at 3.39 µM. recombinant PAFAH1B3, FP-rhodamine probe, fluorescence polarization. Q15102. actives 0.28% (n = 340,000). AID 492972;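 active = inhibition above the screen-wide average of all tested compounds plus 3 SD, cut at about 25% in these data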;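 note: 0% = enzyme with DMSO only and 100% = wells lacking PAFAH1B3 protein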
GSTO1 inh – GSTO1 inhibition, counter-screen for RBBP9 inhibitors. P78417. recombinant GSTO1, activity-based probe fluorescence polarization. inhibition, % at 5.96 µM. actives 1.1% (n = 300,000);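 active = inhibition above the campaign mean inhibition plus 3 SD, cut at about 35% in these data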;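 note: 0% = GSTO1-1 with DMSO and 100% = wells lacking GSTO1-1 enzyme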
Target sequence (P78417 whole entry, looked up): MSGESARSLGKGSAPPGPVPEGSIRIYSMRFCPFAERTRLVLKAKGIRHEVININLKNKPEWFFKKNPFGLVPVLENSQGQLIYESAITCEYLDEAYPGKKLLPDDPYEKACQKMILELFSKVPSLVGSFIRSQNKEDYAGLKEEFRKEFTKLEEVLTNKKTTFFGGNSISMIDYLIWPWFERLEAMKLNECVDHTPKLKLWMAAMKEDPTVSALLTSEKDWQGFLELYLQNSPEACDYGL
pPAFAH FP inh – inhibitors of human plasma PAF acetylhydrolase (pPAFAH). Q13093. recombinant pPAFAH, FP-rhodamine probe fluorescence polarization. inhibition, % at 3.39 µM. actives 1.5% (n = 330,000). AID 463082;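 active = inhibition above the mean inhibition across the screen plus 3 SD, cut at about 25% in these data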;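 note: inhibitors block binding of the rhodamine activity-based probe so polarization drops; 0% = enzyme with DMSO and 100% = wells lacking pPAFAH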
PAFAH2 inh – inhibitors of human PAFAH2 | Q99487 | recombinant PAFAH2, FP-rhodamine activity probe, fluorescence polarization | inhibition, % at 3.39 µM | actives 0.99% (n = 340,000) | AID 492956;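 active = inhibition above the mean over all tested compounds plus 3 SD, cut at about 30% in these data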;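 note: inhibitors block probe labeling of enzyme so polarization drops; 0% = enzyme with DMSO and 100% = wells lacking PAFAH2 protein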
LYPLA1 inh – blocks human lysophospholipase 1, a PME1 counter-screen; O75608; recombinant LYPLA1, FP-Rh probe fluorescence polarization; inhibition, % at 5.9 µM; actives 0.16% (n = 320,000);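 active = inhibition above the mean of all tested compounds plus 3 SD, set per campaign, cut at about 14% in these data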;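 note: inhibitors block serine hydrolase probe labeling of LYPLA1 so polarization falls; 0% = enzyme with DMSO and 100% = wells lacking LYPLA1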
PREPL inhibitor – inhibitors of human prolyl oligopeptidase-like enzyme PREPL | Q4J6C6 | recombinant PREPL, fluorescence polarization activity-based probe | inhibition, % at 5.96 µM | actives 0.68% (n = 320,000) | AID 2751; in the data active = inhibition above about 43%;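 note: 0% = enzyme with DMSO and 100% = wells lacking enzyme; many of its hits are not listed in these tables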
Target sequence (Q4J6C6 whole entry, looked up): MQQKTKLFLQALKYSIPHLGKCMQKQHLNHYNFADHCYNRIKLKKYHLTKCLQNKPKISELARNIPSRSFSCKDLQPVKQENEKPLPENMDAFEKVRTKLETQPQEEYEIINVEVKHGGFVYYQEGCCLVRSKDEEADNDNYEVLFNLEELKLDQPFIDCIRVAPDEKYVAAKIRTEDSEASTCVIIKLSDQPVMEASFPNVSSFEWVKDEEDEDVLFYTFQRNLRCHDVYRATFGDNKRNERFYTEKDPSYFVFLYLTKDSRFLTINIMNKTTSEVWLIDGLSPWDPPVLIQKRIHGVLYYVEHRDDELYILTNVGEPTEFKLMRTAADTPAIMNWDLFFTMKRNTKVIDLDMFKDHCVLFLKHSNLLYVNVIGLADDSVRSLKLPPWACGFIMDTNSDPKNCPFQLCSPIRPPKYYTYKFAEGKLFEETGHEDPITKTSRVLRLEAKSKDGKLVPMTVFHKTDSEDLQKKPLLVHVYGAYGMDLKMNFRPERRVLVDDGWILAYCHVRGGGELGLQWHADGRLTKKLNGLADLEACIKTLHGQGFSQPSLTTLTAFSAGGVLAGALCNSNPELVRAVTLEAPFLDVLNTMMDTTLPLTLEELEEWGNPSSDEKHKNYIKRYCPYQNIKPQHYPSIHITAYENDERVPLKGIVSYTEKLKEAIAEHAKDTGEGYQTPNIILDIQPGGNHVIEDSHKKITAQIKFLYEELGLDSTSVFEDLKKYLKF
PAFAH1B2 FP inh – blocks human PAF acetylhydrolase 1b catalytic subunit 2 | P68402 | recombinant PAFAH1B2, FP-rhodamine activity probe, fluorescence polarization | inhibition, % at 3.39 µM | actives 1.2% (n = 340,000) | AID 492953;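 active = inhibition above the mean of all tested compounds plus 3 SD, cut at about 24% in these data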;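 note: 0% = enzyme with DMSO and 100% = wells lacking PAFAH1B2; many of its hits are not listed in these tables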
LYPLA2 inh – LYPLA2 (human) inhibition in PME1 counter-screen; O95372; recombinant LYPLA2, FP-Rh probe fluorescence polarization; inhibition, % at 5.9 µM; actives 0.38% (n = 320,000); AID 2177;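 active = inhibition above the screen-wide mean plus 3 SD, limit set per campaign, cut at about 26% in these data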;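 note: 0% = LYPLA2 with DMSO and 100% = wells lacking LYPLA2 enzyme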
PAD4 inh – PAD4 (human) enzyme inhibition; Q9UM07; recombinant PAD4, RCA probe fluorescence polarization; inhibition, % at 6.36 µM; actives 0.41% (n = 330,000); AID 485272;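 active = percent inhibition above a cutoff equal to the mean of all tested compounds plus 3 SD, cut at about 15% in these data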;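 note: 0% = PAD4 with RCA probe and DMSO and 100% = probe without PAD4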
An asterisk follows results filed as active; nt = no result given. Only part of the results is shown. The share of hits here may be higher or lower than overall.

The line under a structure holds: PAFAH1B2 FP inh, PAD4 inh, PAFAH1B3 FP inh, pPAFAH FP inh, PAFAH2 inh, LYPLA2 inh, GSTO1 inh, PREPL inhibitor, LYPLA1 inh
> Cc1c(-c2ccccc2)[n+](=O)c2c(n1[O-])CCCCC2
→ 2, 6, 10, -3, 1, 9, 2, 5, -3
> Cc1ccccc1N1CCN(CCCOc2ccc3c(C)cc(=O)oc3c2)CC1
→ 1, -6, 5, 7, 1, 16, 0, 17, 3
> CC(C)N(C(=O)COC(=O)c1ccccc1C(=O)N1CCN(c2ccc(F)cc2)CC1)C(C)C
→ 3, 6, 4, -2, 6, 0, 2, 26, 5
> O=[N+]([O-])c1ccccc1OCC(O)CNC1CCCC1 (centres undefined)
→ 5, -2, 0, 8, 4, -2, -7, -3, 2
> COc1cccc2sc(NNC(=O)COc3ccccc3)nc12
→ 3, 1, 7, 4, 3, 4, 1, 15, -1
> CC1(C)Cc2ccccc2C(NNC(=O)c2ccccn2)=N1
→ 2, -1, 10, 1, 8, 0, 7, -4, -2
> COc1ccc(-c2cc(C(=O)Nc3nc4c(C)cccc4s3)c3ccccc3n2)cc1OC
→ -21, 1, -32, 4, -51, -21, -23, 10, -12
> O=C(OCc1nnc(-c2ccc(Br)cc2)o1)c1ccco1
→ 1, -1, 10, 1, 54*, 1, -4, 8, -2
> CC(C)n1c(=O)c2c(O)cc(=O)oc2c2ccccc21
→ 10, -2, 9, -1, 1, -3, 8, 15, -4
> COCCNC(=O)Nc1ccc2c(c1)N(C)C(=O)CS2
→ 6, 8, 3, 2, -5, 0, 2, 2, 1
> CCOC(=O)C1(S(=O)(=O)c2ccc(Cl)cc2)CCN(Cc2ccccc2)CC1
→ 6, 4, 4, 4, 3, 4, -2, 0, -2
> CC(CNC(=O)c1cccs1)c1ccc([N+](=O)[O-])cc1 (centres undefined)
→ 15, 0, 1, 5, -3, -4, 9, 0, -1
> COc1cc2c(C)nc3c(c(C)nn3-c3ccccc3)c2cc1OC
→ -2, -6, 4, 8, 5, 5, 6, 2, 2
> CC1(C)CC(=O)C2=C(C1)N=C1SCCC(=O)N1C2c1ccccc1 (centres undefined)
→ -2, 1, 21, -1, -1, -1, 4, 8, -1
> O=C(NCCCc1ccncc1)C1CCC(=O)N(CCc2cccc(F)c2)C1 (centres undefined)
→ 0, -1, 5, 2, 7, 2, 1, 0, -2
> COc1ccc(Cl)cc1-c1nc(SCC(=O)NC2CCS(=O)(=O)C2)n[nH]1 (centres undefined)
→ 7, -2, 10, 0, 2, -5, nt, 5, -5
> O=C(Cn1nnc(-c2ccccc2)n1)OC1CCOC1=O (centres undefined)
→ 3, 1, 2, 2, 4, 2, 1, 10, 2
> CSc1nnc(CNS(=O)(=O)c2ccc(F)cc2)n1C
→ 1, -1, 5, 3, 4, -3, 1, 1, 1
> CCCC(=O)Nc1ccc(NC(=O)c2ccccc2Cl)nc1
→ 5, -1, 9, 3, -6, 2, 4, -5, 0
> CCOc1ccc2[nH]c3nc(SCC(=O)OC(C)C)nnc3c2c1
→ 1, 0, 2, 1, -6, -1, 0, -3, -2

Quoted at random: three compounds from above
The line under a structure holds: PAFAH1B2 FP inh, PAD4 inh, PAFAH1B3 FP inh, pPAFAH FP inh, PAFAH2 inh, LYPLA2 inh, GSTO1 inh, PREPL inhibitor, LYPLA1 inh
> COc1cc2c(C)nc3c(c(C)nn3-c3ccccc3)c2cc1OC
→ -2, -6, 4, 8, 5, 5, 6, 2, 2
> COc1cccc2sc(NNC(=O)COc3ccccc3)nc12
→ 3, 1, 7, 4, 3, 4, 1, 15, -1
> CCOC(=O)C1(S(=O)(=O)c2ccc(Cl)cc2)CCN(Cc2ccccc2)CC1
→ 6, 4, 4, 4, 3, 4, -2, 0, -2

Given as tab-separated lines: entries from further up.
molecule	PAFAH1B2 FP inh	PAD4 inh	PAFAH1B3 FP inh	pPAFAH FP inh	PAFAH2 inh	LYPLA2 inh	GSTO1 inh	PREPL inhibitor	LYPLA1 inh
CSc1nnc(CNS(=O)(=O)c2ccc(F)cc2)n1C	1	-1	5	3	4	-3	1	1	1
CCCC(=O)Nc1ccc(NC(=O)c2ccccc2Cl)nc1	5	-1	9	3	-6	2	4	-5	0

Remaining list, next part
The line under a structure holds: PAFAH1B2 FP inh, PAD4 inh, PAFAH1B3 FP inh, pPAFAH FP inh, PAFAH2 inh, LYPLA2 inh, GSTO1 inh, PREPL inhibitor, LYPLA1 inh
> Cc1cc(C)nc(Sc2nc(C)nc3c2oc2ccccc23)n1
→ 6, 0, -6, 0, -4, 1, -41, -2, 5
> Cc1ccsc1C(=O)Nc1ccc2c(c1)OCCO2
→ 3, 4, 2, 4, 1, -2, 0, 3, -2
> Cc1occc1C(=O)Nc1cc(S(=O)(=O)N2CCOCC2)ccc1OC(C)C
→ 3, -2, -4, -1, -4, 1, nt, 15, -4
> COc1ccccc1C(=O)N1C(CC(=O)Nc2ccc(C)c(C)c2)C(=O)NC2CCCCC21 (centres undefined)
→ 3, -1, 1, 5, 6, 2, 3, 22, -3
> CC(=O)Nc1nnc(SCC(=O)N2CCN(Cc3ccccc3)CC2)s1
→ 3, 3, 3, 6, 9, 0, -1, -10, 1
> N#Cc1ccc(OCC(=O)Nc2nc(-c3ccncc3)cs2)cc1
→ -1, 0, -12, -4, -14, 4, nt, 6, 3
> Cc1ccc(C(=O)N/N=C/c2ccc(-c3ccccc3[N+](=O)[O-])o2)cn1
→ 2, -6, 14, 5, 9, 0, 37*, 3, 1
> Cc1c(Cl)cnc(NC(=O)COC(=O)C2CC3CCCC(C2)C3=O)c1Cl (centres undefined)
→ 0, -2, 0, 6, 22, -2, nt, 13, 1
> COc1ccc(S(=O)(=O)Nc2cc(Cl)ccc2-n2cncn2)cc1
→ -5, 3, 11, 4, 5, 7, nt, 9, -1
> COc1ccc(C(=S)N2CCN(C)CC2)cc1Br
→ -7, 0, -4, 2, -3, 2, 5, -4, 2
> CC(C)(C)c1ccc(S(=O)(=O)NCC(=O)Nc2sc3c(c2C(N)=O)CCCC3)cc1
→ 8, -3, 2, 8, 7, 1, -10, 22, -1
> CC(C)CC1C2C(=O)N(c3ccccc3)C(=O)C2ON1c1ccccc1 (centres undefined)
→ 5, -2, -1, 1, 0, -5, 1, -8, -5
> COc1ccc(CCNC(=O)CSc2nnnn2-c2ccccc2OC)cc1OC
→ 0, 1, 7, -7, -6, 4, -4, 8, 1
> Cc1ccnc(NC(=O)CSc2ccc3c(c2)OCCO3)c1
→ 2, -1, 2, -1, 3, -2, 2, -13, 0
> Cc1ccccc1C(=O)Oc1ccc(Cl)cc1C(=S)N1CCOCC1
→ 1, 7, 5, 6, 0, 4, -2, 18, -2
> COc1ccc(C(=O)N2CCOC2CNC(=O)C(=O)NCCc2ccc(OC)c(OC)c2)cc1 (centres undefined)
→ 0, -2, 0, -6, -4, -2, 6, -2, -1
> O=c1c2ccc([N+](=O)[O-])c3cccc(c32)c2nc3ccccc3n12
→ nt, -6, nt, -4, nt, 0, 5, 11, -1
> Cc1cnn(CCC(=O)NNC(=S)Nc2ccccc2)c1
→ 5, 1, 4, -8, -8, 4, 4, 8, -3
> COc1ccccc1C(CC(=O)O)c1ccc2c(c1)OCO2 (centres undefined)
→ 1, 6, -1, 8, 0, -2, -1, -2, -3
> Fc1ccccc1NC(=S)Nc1ccc(Br)cc1
→ 0, 2, 4, 2, 1, -3, 7, 5, -3

Continued; it opens with the 5 that closed the last part.
The line under a structure holds: PAFAH1B2 FP inh, PAD4 inh, PAFAH1B3 FP inh, pPAFAH FP inh, PAFAH2 inh, LYPLA2 inh, GSTO1 inh, PREPL inhibitor, LYPLA1 inh
> COc1ccc(C(=O)N2CCOC2CNC(=O)C(=O)NCCc2ccc(OC)c(OC)c2)cc1 (centres undefined)
→ 0, -2, 0, -6, -4, -2, 6, -2, -1
> O=c1c2ccc([N+](=O)[O-])c3cccc(c32)c2nc3ccccc3n12
→ nt, -6, nt, -4, nt, 0, 5, 11, -1
> Cc1cnn(CCC(=O)NNC(=S)Nc2ccccc2)c1
→ 5, 1, 4, -8, -8, 4, 4, 8, -3
> COc1ccccc1C(CC(=O)O)c1ccc2c(c1)OCO2 (centres undefined)
→ 1, 6, -1, 8, 0, -2, -1, -2, -3
> Fc1ccccc1NC(=S)Nc1ccc(Br)cc1
→ 0, 2, 4, 2, 1, -3, 7, 5, -3
> CN(C)C(=O)c1cc(C(=O)c2ccc(F)cc2Cl)c[nH]1
→ 3, -4, 2, 15, 5, 7, -6, 4, 3
> CSC1=NCCN1C(=O)C(C)Oc1ccccc1 (centres undefined)
→ -4, -2, 10, -1, 10, 5, 6, -6, -2
> COc1ccc(C(C(=O)NC2CCCC2)N(C(=O)c2ccco2)c2cc3c(cc2C(C)=O)OCO3)cc1OC (centres undefined)
→ -2, 0, 2, 4, 10, 1, 4, 10, -2
> Cc1cc(C)n2nc(C(=O)Nc3nnc(C4CC4)s3)nc2n1
→ -3, -5, 4, -8, -2, -13, 4, 10, -5
> CN(C(=O)COC(=O)CNC(=O)C12CC3CC(CC(C3)C1)C2)C1CCS(=O)(=O)C1 (centres undefined)
→ 13, -2, 7, -1, 2, -2, 1, -2, -3
> O=c1oc2ccccc2c2c1nnn2CCO
→ 4, 2, -1, 6, 8, 4, 9, 2, 5
> O=C([C@H](O)c1ccccc1)N1CCC[C@H]1CO
→ 5, -3, 3, 5, -6, 9, -1, 6, 4
> CCN1CCN(C(CNS(=O)(=O)c2ccc(OC)c(C)c2)c2cccnc2)CC1 (centres undefined)
→ 3, -3, -1, -1, -1, 6, -4, 24, 2
> CCC(=O)Nc1cccc(-c2cnc3ccccc3n2)c1
→ 2, 3, 8, -7, -7, 5, -1, -38, -1
> CCOC(=O)/C(C#N)=C/c1c(N2CCN(Cc3ccc4c(c3)OCO4)CC2)nc2c(C)cccn2c1=O
→ nt, -2, nt, 1, nt, 1, 9, 5, 0
> O=C(CCNS(=O)(=O)c1cccc2nsnc12)NCCC1=CCCCC1
→ 2, -8, 3, -5, -10, -7, 5, 19, -2
> O=C(/C=C/c1ccc2c(c1)OCO2)Nc1nc2ccccc2s1
→ -4, -3, -6, -5, -13, 0, -3, -7, 0
